FEN1 inh – inhibitors of human flap endonuclease 1. P39748. Recombinant FEN1 flap cleavage, fluorescence, 15 min. Potency, µM (series often up to 114 µM), without a hit: at the highest dose activity change, negative = inhibition, usual class: inhibitors. hit rate 0.35% among 390,000. AID 588795; also: nearly all actives have a fitted effect of over 65% in size
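Steps: FEN1 (10 nM) dispensed; compound added by pin tool; 15 min at room temperature; substrate added to 50 nM final; reads at 0 min and 15 min; data normalized and fitted (four-parameter Hill).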
DT40 TDP1 CPT – growth inhibition of DT40 Tdp1-/-;hTDP1 cells with camptothecin (screen for TDP1 inhibitors); hit rate 12% among 420,000; Potency, µM (highest dose often 46.2 µM), for the others: top-dose activity change, negative = growth inhibition, usual class: inhibitors; chicken DT40 Tdp1-/-;hTDP1 cells + 20 nM CPT, ATP luminescence, 48 h; also: nearly all actives have a fitted effect of over 55% in size
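Chicken DT40 Tdp1-/- cells stably complemented with human TDP1 were seeded at 400 cells/well in medium containing 20 nM camptothecin, exposed to pin-transferred compounds, and grown at 37 °C for at least 48 hr. Viability was read as ATP luminescence.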
GCN5L2 inh – blocks human GCN5L2 histone acetyltransferase; Potency, µM (top dose mostly 58.9 µM), without a hit: at the top dose activity change, negative = inhibition, usual class: inhibitors; GCN5L2 HAT assay, ThioGlo1 CoA-SH fluorescence; hit rate 0.21% among 390,000
Target sequence (Q92830 whole entry, looked up): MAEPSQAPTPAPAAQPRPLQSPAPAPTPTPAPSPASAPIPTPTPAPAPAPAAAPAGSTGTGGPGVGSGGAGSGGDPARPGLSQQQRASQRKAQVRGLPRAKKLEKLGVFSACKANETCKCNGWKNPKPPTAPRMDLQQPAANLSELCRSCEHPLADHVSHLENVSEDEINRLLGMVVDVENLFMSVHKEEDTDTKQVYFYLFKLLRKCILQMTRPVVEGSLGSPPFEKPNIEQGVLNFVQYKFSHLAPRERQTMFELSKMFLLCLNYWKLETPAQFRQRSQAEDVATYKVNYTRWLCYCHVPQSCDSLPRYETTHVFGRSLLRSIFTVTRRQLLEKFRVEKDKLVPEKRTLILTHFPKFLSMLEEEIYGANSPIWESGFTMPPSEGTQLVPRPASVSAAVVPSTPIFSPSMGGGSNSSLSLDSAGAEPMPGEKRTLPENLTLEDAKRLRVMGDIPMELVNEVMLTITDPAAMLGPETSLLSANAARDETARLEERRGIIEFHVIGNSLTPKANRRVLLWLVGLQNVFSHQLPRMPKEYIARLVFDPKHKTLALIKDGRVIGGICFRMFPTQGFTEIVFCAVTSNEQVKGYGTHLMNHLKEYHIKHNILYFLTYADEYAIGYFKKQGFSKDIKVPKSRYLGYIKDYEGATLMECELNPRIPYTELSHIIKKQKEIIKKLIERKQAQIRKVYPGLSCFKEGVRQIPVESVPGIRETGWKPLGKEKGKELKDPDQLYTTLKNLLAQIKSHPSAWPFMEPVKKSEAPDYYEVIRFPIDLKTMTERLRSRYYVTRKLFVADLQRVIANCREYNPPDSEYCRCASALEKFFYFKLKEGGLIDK
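Compounds, pin-transferred from DMSO stocks, meet 20nM GCN5L2 for 15 min before the reaction begins with H3(1-25) peptide (75uM) and acetyl-CoA (70uM). Thiol-reactive ThioGlo1 reports CoA release over 20 min at room temperature.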
Numbers without * were called inactive; ? = inconclusive; . = not tested or not shown; & = joins results of further samples; ! = repeats disagree; [ ] = remark or other dose. Calls follow the shape of the dose curve; as a rule, active = well fitted curve in the direction sought with a large enough effect; inconclusive = small, poorly fitted or top-dose-only effect, or another doubt; inactive = no such curve, though single readings can be large; an effect the other way counts as inactive or inconclusive. % is scaled to controls: 0 for no effect and ±100 for the full control effect; potency is read from the fitted curve at half-maximal effect.

No.	compound	GCN5L2 inh	DT40 TDP1 CPT	FEN1 inh
1	CC(NC(=O)c1ccco1)c1nc(-c2ccccc2Cl)no1 (stereo unspecified)	-6%	-18%	5%
2	CC(C)N(CCNC(=O)c1ccc(OCC2CCCO2)cc1)C(C)C (stereo unspecified)	-2%	-24%	3%
3	COc1ccc(S(=O)(=O)N2CCCC(C(=O)NCc3ccco3)C2)cc1OC (stereo unspecified)	-2%	-19%	2%
4	CCOC(=O)C1CCN(C(=O)Cn2cc(C(=O)C3CC3)c3ccccc32)CC1	-7%	-13%	4%
5	CC(C)N1CCN(C(=O)C2CCC(=O)N(CCc3cccc(F)c3)C2)CC1 (stereo unspecified)	-21%	13%	8%
6	CN(CC(=O)N1CCCCC1)S(=O)(=O)c1cccc2nsnc12	0%	-7%	19%
7	O=C(NCCc1ccc(Cl)cc1)c1ccc(CS(=O)Cc2ccc(Cl)cc2)o1 (stereo unspecified)	-5%	?	-22%
8	O=C(NC(=O)N1CCN(c2cccc(Cl)c2)CC1)c1ccccc1	-12%	0%	9%
9	CCc1nnc(NC(=O)CSc2nnc(CCc3nc4ccccc4[nH]3)n2C)s1	-6%	-5%	2%
10	Cc1ccc(Nc2nc(N)nc(CN3CCN(Cc4ccccc4)CC3)n2)cc1Cl	3%	?	-23%
11	CCOc1ccc(NC(=O)Nc2cc(C)ccc2F)cc1	-6%[0.501 µM]	?	-7%
12	O=c1[nH]c(-c2ccc(Cl)cc2)cs1	-4%	?	-14%
13	COC(=O)[C@@H](NC(=O)/C=C/c1ccc(OC)cc1)C(C)C	-3%	2%	3%
14	COc1ccc(C(C)C)cc1S(=O)(=O)NCc1ccccn1	-5%	-27%	4%
15	CCOc1cc(C(=O)NCc2nc(-c3cccc(C)c3)no2)cc(OCC)c1OCC	-3%	-6%	6%
16	CSc1nnc(NC(=O)c2ccco2)s1	-7%	-2%	-8%
17	CCn1cc(S(=O)(=O)c2ccc(C)cc2C)c(=O)c2cc(F)c(N3CCCC3)cc21	-9%	?	4%
18	COc1ccc(C(OCC(O)CN(C)C2CCCCC2)c2ccc(OC)cc2)cc1 (stereo unspecified)	-6%	16µM*	1%
19	COc1ccc2oc(-c3ccccc3)c(C(=O)N(C)C)c2c1	-2%	?	2%
20	CCCCC(=O)NCc1ccc(F)cc1	2%	7%	7%
21	COCCCN1C(=O)c2ccc(C(=O)Nc3cccc(OC)c3)cc2C1=O	-2%	-5%	-10%
22	Cc1nc(N2CCOCC2)c2c(C(=O)N3CCN(c4cccc(C)c4C)CC3)c(C)oc2n1	7%	?	12%
23	Cc1ccccc1C(=O)NC(=S)NC1CCSC1=O (stereo unspecified)	1%	20%	-3%
24	COc1ccc(N2CCN(C(=O)CNS(=O)(=O)c3ccc(Br)s3)CC2)cc1	-8%&-4%	?	-14%&-8%
25	Cn1nnnc1Sc1ccc([N+](=O)[O-])cc1Cl	2%	4%	0%
26	Cc1ccc(S(=O)(=O)N2CCC(C(N)=O)CC2)cc1[N+](=O)[O-]	-2%	10%	8%
27	O=C(Nc1ccc(F)cc1)c1ccc2[nH]c(=O)c(=O)[nH]c2c1	-4%	?	13%
28	CN(C)CCNc1nccc(N2CCN(C)CC2)n1	.	9%	-11%
29	CCc1ccc(NC(=O)C2CCN(C(=O)[C@@H]3Cc4ccccc4CN3)CC2)cc1	0%	?	-2%
30	C=CCN(c1ccccc1)S(=O)(=O)c1cccc(C(=O)OCC(=O)NC2CC2)c1	-14%	15%	-5%
31	Cc1ccc(N2C(=O)C(NC(=O)c3c(F)cccc3F)(C(F)(F)F)C3=C2CC(C)(C)CC3=O)cc1 (stereo unspecified)	3%	20%	8%
32	O=C(NC(C1CC1)C1CC1)C1CCC(=O)N(CCCN2CCCC2=O)C1 (stereo unspecified)	2%	-3%	21%
33	O=C(N/N=C/c1cccnc1)c1cccc(F)c1	1%	-5%	8%
34	CC(C(=O)N1CCc2ccccc21)N1CCN(c2ccccn2)CC1 (stereo unspecified)	0%	-15%	1%
35	Cc1ccc(-c2nc(C)c(CCNC(=O)c3ccco3)s2)cc1	-1%	.	-4%
36	COc1ccccc1NC(=O)CCNC(=O)c1ccc(C)cc1	2%	7%	-7%
37	Cc1ccccc1NC(=O)CSc1nnc(Cc2ccccc2)o1	1%	-6%	-7%
38	O=C(O)c1cc(-c2ccc(N3CCOCC3)cc2)nn1-c1ccccc1Cl	-7%	-5%	1%
39	C[C@H](NS(=O)(=O)c1ccccc1F)C(=O)OCC(=O)N1CCc2ccccc21	-4%	-6%	-8%
40	CCN(CC)C(=O)COc1ccc2c3c(c(=O)oc2c1)CCCC3	-3%	-9%	-13%
41	CN(CC(=O)Nc1ccccc1Cl)CC(=O)N1CCc2ccccc21	-1%	?	7%
42	CCOc1ccc(-n2cc(-c3ccccc3)c3c(NCCc4ccccc4)ncnc32)cc1	-5%	?	9%
43	N#CCCCn1c(=O)oc2ccccc21	-4%	-3%	1%
44	CCOC(=O)c1sc2nc(C)nc(NCCc3ccc(S(N)(=O)=O)cc3)c2c1C	-3%	-25%	15%
45	Cc1cc(C)c(C(CC(=O)c2cccs2)C(C#N)C#N)c(C)c1 (stereo unspecified)	-6%	?	1%
46	CCOC(=O)Nc1cc(NC(=O)OCC)c(C)nc1C	9%	-4%	15%
47	COc1ccc(SCc2noc(C(=O)NCC3CCCO3)c2C(=O)O)cc1 (stereo unspecified)	-6%	-3%	-5%
48	COc1cc(NC(=O)C2CCCCC2)c2ncccc2c1	-2%	?	0%
49	O=C(Cn1c(=O)n(CC2CCCO2)c(=O)c2ccccc21)c1ccc(Cl)c(Cl)c1 (stereo unspecified)	1%	?	-1%
50	O=C1CCc2cc(S(=O)(=O)Nc3ccccc3)cc3c2N1CCC3	8%	-19%	-12%
51	CCN(CC)c1ccc(NC(=O)c2[nH]c(C)c(C(C)=O)c2C)c(C)c1	-3%	23µM*	-11%
52	COc1ccc(-n2nnc3c(SC(C(C)=O)C(=O)N(C)C)ncnc32)cc1 (stereo unspecified)	-11%	18µM*	-10%
53	CCOC(=O)C1=C(COC(=O)[C@@H]2CCCN2S(=O)(=O)c2ccc(C)cc2)NC(=O)NC1C (stereo partly specified)	-4%	-9%	8%
54	CCC(CO)Nc1ncnc2c1cnn2-c1ccc(C)cc1 (stereo unspecified)	-4%	-6%	-3%
55	CCOc1ccc(CCNc2nc3ccc(C)cc3n3cnnc23)cc1OCC	3%	?	-8%
56	COc1ccc(OCC(O)CNC(=O)c2ccccc2)cc1 (stereo unspecified)	3%	-12%	17%
57	O=[N+]([O-])c1ccc(Cl)c(CN2CCC(O)CC2)c1	-5%	-21%	5%
58	O=C(NCc1ccncc1)c1ccc(Cl)c(S(=O)(=O)N2CCCCC2)c1	-3%	5%	1%
59	Nc1nc(-c2ccc3c(c2)CCCC3)c(CC(=O)O)s1	-6%	9%	14%
60	COc1cc(C(C(=O)NC(C)(C)C)N(Cc2ccccc2)C(=O)c2cnccn2)cc(OC)c1OC (stereo unspecified)	-14%	0%	6%

Reprinted from the part before: two compounds, then new ones.
No.	compound	GCN5L2 inh	DT40 TDP1 CPT	FEN1 inh
59	Nc1nc(-c2ccc3c(c2)CCCC3)c(CC(=O)O)s1	-6%	9%	14%
60	COc1cc(C(C(=O)NC(C)(C)C)N(Cc2ccccc2)C(=O)c2cnccn2)cc(OC)c1OC (stereo unspecified)	-14%	0%	6%
61	CC(=O)Nc1ccc([N+](=O)[O-])cn1	-6%	-11%	8%
62	COc1ccccc1N(CC(=O)N1CCCCCC1)S(C)(=O)=O	.	0%	-1%
63	Cc1ccc(N2C(=O)CS(=O)(=O)CC2=O)cc1	-14%	-6%	-2%
64	COc1ccc(-c2c(-c3ccccc3OC)sc3ccccc23)cc1	-15%	?	2%
65	O=C(Nc1ccncc1)c1ccc2c(c1)OCCO2	-1%	?	-11%
66	c1ccc(CSc2ncnc3c2ncn3C2CCCCO2)cc1 (stereo unspecified)	.	-25%	-5%
67	COc1ccc(S(=O)(=O)NCc2csc(C)n2)cc1OC	9%	7%	20%
68	Cn1nc(C(F)(F)F)c(/C=N/OC(=O)c2ccccc2)c1SCc1ccc(Cl)cc1	8%	?	4%
69	COc1ccc(C(=O)C(OC(=O)c2ccc(C)c(NC(C)=O)c2)c2ccccc2)cc1 (stereo unspecified)	-6%	?	1%
70	CCSc1nnc(-c2ccccc2NC(C)=O)c(=O)[nH]1	-6%	0%	-13%
71	O=C(O)c1ccccc1Nc1ccccc1	-12%&-3%	21µM*!	-12%
72	COC(=O)CN1C(=O)[C@H]2[C@@H](c3ccc(C)o3)N3C(=O)CN(CCO)C(=O)[C@@]3(Cc3ccccc3)[C@H]2C1=O	-4%	-1%	19%
73	CCOC(=O)CC(=O)CSc1ncnc2c1nnn2-c1ccc(OC)cc1	-7%	2%	-1%
74	O=C1c2ccccc2C(=O)N1CCCc1cn(C[C@H]2CC[C@@H]([C@@H]3CC[C@H](Cn4cc(CCCN5C(=O)c6ccccc6C5=O)nn4)O3)O2)nn1	3%	-4%	-8%
75	CN(C)/C=N/c1ncc(-c2ncc(C(F)(F)F)cc2Cl)cn1	-7%	7%	3%

Exported with two lines to a compound: entries from further up.
Under each structure: GCN5L2 inh	DT40 TDP1 CPT	FEN1 inh
(65) O=C(Nc1ccncc1)c1ccc2c(c1)OCCO2
  -1%	?	-11%
(62) COc1ccccc1N(CC(=O)N1CCCCCC1)S(C)(=O)=O
  .	0%	-1%
(67) COc1ccc(S(=O)(=O)NCc2csc(C)n2)cc1OC
  9%	7%	20%
(69) COc1ccc(C(=O)C(OC(=O)c2ccc(C)c(NC(C)=O)c2)c2ccccc2)cc1 (stereo unspecified)
  -6%	?	1%
(75) CN(C)/C=N/c1ncc(-c2ncc(C(F)(F)F)cc2Cl)cn1
  -7%	7%	3%

(continued)
No.	compound	GCN5L2 inh	DT40 TDP1 CPT	FEN1 inh
76	Fc1ccc(COc2ccccc2C(=S)N2CCCC2)cc1	-21%	?	-14%
77	C/C(=N\NS(C)(=O)=O)c1ccc(C)cc1	-6%	0%	0%
78	COc1ccc(-c2noc(CCCC(=O)NC3CCCC3)n2)cc1	-7%	16µM*	1%
79	COc1ccc(CNC(=O)c2cnn(-c3ccc(F)cc3)c2-n2cccc2)cc1	-5%	.	4%
80	Cc1onc(-c2ccccc2)c1C(=O)N/N=C/c1cc(Br)c(Br)o1	-6%	?	-11%
81	CCN(CC(=O)Nc1ccc2c(c1)OCCO2)C(=O)C(C)Oc1ccc(Cl)cc1 (stereo unspecified)	-1%	-17%	-3%
82	COc1ccc(-c2nc3ccccc3c(=O)[nH]2)cc1	-3%	-21%	-9%
83	COc1ccc(C(CC(=O)Nc2ccc(C)cc2)NC(=O)C(F)(F)F)cc1 (stereo unspecified)	-3%	3%	-2%
84	CCOc1ccccc1-c1cc(C(=O)N2CCOCC2)c2ccccc2n1	?	-25%	-6%
85	COc1ccc(NC(=O)C2C3CC/C=C\CCC32)cc1 (stereo unspecified)	-7%	8%	9%
86	COc1ccc(S(=O)(=O)N(CC(=O)Nc2cc(C)on2)Cc2ccccc2)cc1	-8%	?	-5%
87	Cc1coc2c(C)c3oc(=O)cc(-c4ccccc4)c3cc12	.	-27%	-7%
88	Cc1cccc(OCC(=O)Nc2ccc3c(c2)N(C)C(=O)c2ccccc2S3)c1	1%	10µM*	6%
89	CSc1ccc(/C=N/N2CCN(c3ccccc3)CC2)cc1	-11%	1%	1%
90	CC(=O)c1cc(CN2CCC(n3nccc3NC(=O)c3ccccc3Cl)CC2)cs1	?	4%	-10%
91	c1ccc(-c2ccc(Oc3cc(N4CCOCC4)nc(-c4ccccc4)n3)cc2)cc1	-11%	?	3%
92	Cc1cccc(NC(=O)CN2C(=O)N/C(=C/c3ccc(C)o3)C2=O)c1	-23%	-14%	-4%
93	COc1ccc(CC(=O)N2CCOCC2)cc1OC	-4%	2%	0%
94	CN1CCN(CCCCOc2ccc(Br)cc2)CC1	3%	?	0%
95	CC(C)(C)NC(=O)CN(C(=O)c1ccc(CN2CCOCC2)o1)c1ccc2c(c1)OCCO2	-2%	-1%	9%
96	Cc1ccc(CNCC2CCCO2)o1 (stereo unspecified)	1%	-4%	7%
97	N#Cc1ccccc1Cn1c(=O)n(CCCC(=O)NCc2ccc3c(c2)OCO3)c(=O)c2ccccc21	1%	2%	3%
98	CC(c1ccccc1)N(CCC(c1ccccc1)C1CCOC(C)(C)C1)C(=O)c1ccco1 (stereo unspecified)	-5%	?	9%

An excerpt; count on the stated rates, not on these rows.
